# Source: PubChem (several laboratories)
# procasp7 counter = counter-screen: procaspase-7 (human) activation; P55210; recombinant procaspase-7, Ac-DEVD-pNA absorbance 405 nm; D23A/D198A/D206A triple mutant, cannot self-cleave; scale: DMSO 0, 5 µM enzyme 100; activation, % at 8.5 µM; 330,000 tested, 0.093% active; AID 463210;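 active = percent activation above the screen-wide mean plus 3 SD, cut at about 25% in these data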
# Target sequence (P55210 whole entry D23A/D198A/D206A): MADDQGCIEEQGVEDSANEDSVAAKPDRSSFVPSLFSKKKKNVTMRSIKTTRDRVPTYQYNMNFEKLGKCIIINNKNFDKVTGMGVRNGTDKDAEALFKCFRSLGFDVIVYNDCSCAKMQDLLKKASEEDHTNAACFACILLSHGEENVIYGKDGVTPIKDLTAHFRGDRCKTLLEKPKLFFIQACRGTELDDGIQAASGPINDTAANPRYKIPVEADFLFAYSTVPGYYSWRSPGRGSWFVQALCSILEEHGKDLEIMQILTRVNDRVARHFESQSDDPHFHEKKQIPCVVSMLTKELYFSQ
#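 Assay system – Uncleavable procaspase-7 mutant enzyme · Quantity – 2 µM procaspase-7 mutant as dispensed · Times – 1 h preincubation, 2 h reaction · Dosing – single nominal 8.5 µM compound dose, 0.8% DMSO final · Buffer or medium – Zinc-free 50 mM HEPES buffer, pH 7.4, with NaCl and Triton X-100 · Detection – Epi-absorbance of released pNA at 405 nm, two timepoints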
# RPL19A TOR yeast = modulators of TOR pathway RPL19A-GFP in S. cerevisiae | S. cerevisiae RPL19A-GFP strain, flow cytometry, 3 h; stronger effect = lower value | percent response vs DMSO, % at 10 µM | 330,000 tested, 0.3% active | AID 2025;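 active = percent response vs DMSO below 50%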;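 also: median channel GFP fluorescence of the barcoded RPL19A-GFP strain; ratio of sample median GFP to plate DMSO average so 100% = DMSO; lower means less RPL19A-GFP as with rapamycin TOR inhibition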
# AGP1-GFP MLPCN = yeast TOR pathway AGP1-GFP modulation; AID 2066; GFP response vs DMSO, % at 10 µM; 320,000 tested, 0.02% active; S. cerevisiae AGP1-GFP multiplex flow cytometry, 3 h; GFP as percent of DMSO wells;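 active = GFP response relative to DMSO above a set limit, near screen average plus 3 SD, cut at about 150% in these data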;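 also: median GFP channel fluorescence of the gated AGP1 strain per well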
# proCasp3 act = activators of human procaspase-3; activation, % at 8.5 µM; recombinant procaspase-3 D3A, Ac-DEVD-pNA absorbance 405 nm; 330,000 tested, 0.11% active; AID 463141;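 active = activation above the mean of all tested compounds plus 3 SD, cut at about 21% in these data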;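 also: 0% = DMSO alone and 100% = DMSO wells spiked with extra 5 µM PC-3 D3A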
# Target sequence (P42574 whole entry D9A/D28A/D175A): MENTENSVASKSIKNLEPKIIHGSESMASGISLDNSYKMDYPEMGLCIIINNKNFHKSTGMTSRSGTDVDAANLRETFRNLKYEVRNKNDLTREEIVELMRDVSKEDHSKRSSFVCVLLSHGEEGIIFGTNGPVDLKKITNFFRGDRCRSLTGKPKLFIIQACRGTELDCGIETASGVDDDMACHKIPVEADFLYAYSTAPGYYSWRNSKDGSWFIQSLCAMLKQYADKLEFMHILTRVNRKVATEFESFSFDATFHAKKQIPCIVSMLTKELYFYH
#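 Test system: Procaspase-3 D3A mutant, all three cleavage aspartates alanine | Dosing: Single dose, 8.5 µM nominal compound, 0.8% DMSO | Schedule: 1 h preincubation, 2 h reaction | Technique: 405 nm absorbance of p-nitroaniline, reads at 0 and 120 min | Repeats: One well per compound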
# LAP4-GFP MLPCN = yeast TOR pathway LAP4-GFP modulation. S. cerevisiae LAP4-GFP multiplex, flow cytometry GFP, 3 h; median GFP as percent of DMSO wells. GFP response vs DMSO, % at 10 µM. 320,000 tested, 0.34% active. AID 2023;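 active = GFP response vs DMSO above a set limit, about the screen mean plus 3 SD, cut at about 150% in these data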
# MEP2 TOR yeast = alters MEP2-GFP fluorescence in TOR pathway yeast screen; GFP response vs DMSO, % at 10 µM; AID 2016; 330,000 tested, 0.51% active; S. cerevisiae MEP2-GFP strain, flow cytometry GFP, 3 h; 100% = DMSO control level;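 active = GFP response versus DMSO above a set limit, roughly screen mean plus 3 SD, cut at about 180% in these data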;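 also: median GFP fluorescence of the barcode-gated MEP2-GFP cells per well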
# CIT2-GFP yeast = alters CIT2-GFP fluorescence in TOR pathway yeast screen; GFP response vs DMSO, % at 10 µM; 320,000 tested, 0.065% active; S. cerevisiae CIT2-GFP strain, flow cytometry, 3 h; 100 means same as DMSO wells; AID 2029;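 active = GFP response relative to DMSO above a set limit, near the screen mean plus 3 SD, cut at about 150% in these data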;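 also: ratio of well median GFP fluorescence to mean of DMSO wells on the plate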
# AHR act = human AHR activation. AHR-responsive luciferase reporter cells, luminescence. activation, % at 5 µM. 320,000 tested, 2.5% active. AID 2796; in the data active = activation above about 47%;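 also: 0% = vehicle wells and 100% = reference agonist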
# An asterisk follows results filed as active.
SMILES,procasp7 counter,RPL19A TOR yeast,AGP1-GFP MLPCN,proCasp3 act,LAP4-GFP MLPCN,MEP2 TOR yeast,CIT2-GFP yeast,AHR act
Cc1ccc(NS(=O)(=O)c2cccc(C(=O)N3CCOCC3)c2)cc1,9,98,105,0,105,104,105,1
Cc1cc2c(n1-c1ccc(C(N)=O)cc1)CC(C)(C)CC2=O,11,97,100,0,94,101,99,2
CCn1cc(CN2CCC(C(=O)Nc3cccc(-c4cccc(F)c4)c3)CC2)cn1,5,100,93,6,67,81,95,5
CC(=O)N1N=C(c2ccco2)CC1c1ccc(C)cc1 (stereo unspecified),4,103,99,-2,91,87,114,0
CCOC(=O)C1CCN(C(=O)C2CCN(c3ncnc4c3nc3n4CCCCC3)CC2)CC1,-3,96,105,8,96,111,112,-1
Cc1sc2ncnc(N3CCC(C(=O)N(CC(C)C)c4nc5ccccc5s4)CC3)c2c1C,1,97,103,2,99,98,103,0
CCn1c(Cc2ccccc2)nnc1SCC(=O)c1c(N)n(C2CC2)c(=O)[nH]c1=O,5,95,99,8,94,98,99,0
O=C(NC1CCCCC1)c1cc(-c2cccc(Cl)c2)on1,4,101,105,2,98,102,113,-12
O=C(COc1ccc(/C=N/NC(=O)CSCc2ccc([N+](=O)[O-])cc2)cc1)NCc1ccco1,3,103,101,6,94,103,103,-2
CC(C)(C)c1ccc(C(=O)NNC(=O)CCC(=O)Nc2ccccc2)cc1,3,90,95,2,102,96,98,2
CCNS(=O)(=O)c1ccc(CCC(=O)NCc2ccccn2)cc1,-5,108,108,4,100,106,123,0
COc1cc(C(=O)N2CC(C)OC(C)C2)c([N+](=O)[O-])cc1OC (stereo unspecified),2,106,106,3,107,108,110,-1
CCCCCNC(=O)c1ccc2c(=O)n(CCCOCC)c(=S)[nH]c2c1,-2,102,104,6,98,107,112,1
COc1cc2c(cc1OC)CN(C(=S)Nc1ccccc1)CC2,-3,97,96,3,98,100,101,-3
CCOc1ccccc1Nc1nc2ccccc2n1C(C)C,-5,103,104,-5,104,101,98,17
COc1ccccc1C(=O)OCCN=C1NS(=O)(=O)c2ccccc21,9,104,111,7,107,110,100,-1
O=C(CNC(=O)c1ccccc1)NCC(c1ccco1)N1CCCC1 (stereo unspecified),19,99,93,1,97,99,103,2
CC(C)(C)c1ccc(Cn2nnc3c(=O)[nH]c(C4CCCN(C(=O)c5cccs5)C4)nc32)cc1 (stereo unspecified),-1,94,93,-4,87,98,99,0
COc1ccc(C2NN=C(c3c[nH]c4ccccc34)C2O)cc1 (stereo unspecified),-17,104,99,-8,105,93,96,28
COc1cc(CN2CCc3c([nH]c4ccccc34)C2)cc(OC)c1,7,101,100,-3,96,102,93,5
Cc1ccc(NC(=O)c2nc3nccc(C)n3n2)c(C)c1,1,102,99,-3,97,101,90,9
Cc1cccc(OCC(=O)Oc2ccc(Cl)cc2)c1,3,102,103,-7,111,96,109,1
Cc1ccc(Cl)cc1NC1=NC(=S)N(C(C)C)C12CCCCC2,-1,103,102,-5,100,102,94,1
CC(C)(C)CN1CCC(Oc2cccc(C(=O)NCCCOc3cccnc3)c2)CC1,14,102,112,9,107,98,102,-1
C=CCNC1=C(Cl)C(=O)N(Cc2ccccc2)C1=O,-11,95,89,-1,112,94,77,0
N#CCCN(C(=S)NC(=O)c1ccco1)c1ccccc1F,-15,99,103,4,106,103,103,0
COc1ccccc1N1CCN(C(=O)c2cc(C(C)(C)C)oc2C)CC1,0,101,107,7,104,104,100,3
COc1cccc(N2CC(O)=C(c3nc4ccccc4c(=O)[nH]3)C2=N)c1,-1,102,102,1,106,103,98,-2
COc1ccc(CNC(=O)C(=O)NCCCn2ccnc2)cc1,8,100,106,7,98,104,103,5
CC(NC(=O)C(c1ccccc1)c1ccccc1)C(=O)N1CCCCC1 (stereo unspecified),-6,107,117,3,112,112,113,-1

# Part of the list above, reformatted.
Structure	procasp7 counter	RPL19A TOR yeast	AGP1-GFP MLPCN	proCasp3 act	LAP4-GFP MLPCN	MEP2 TOR yeast	CIT2-GFP yeast	AHR act
CC(C)(C)c1ccc(Cn2nnc3c(=O)[nH]c(C4CCCN(C(=O)c5cccs5)C4)nc32)cc1 (stereo unspecified)	-1	94	93	-4	87	98	99	0
COc1ccc(C2NN=C(c3c[nH]c4ccccc34)C2O)cc1 (stereo unspecified)	-17	104	99	-8	105	93	96	28
COc1cc(CN2CCc3c([nH]c4ccccc34)C2)cc(OC)c1	7	101	100	-3	96	102	93	5
Cc1ccc(NC(=O)c2nc3nccc(C)n3n2)c(C)c1	1	102	99	-3	97	101	90	9
Cc1cccc(OCC(=O)Oc2ccc(Cl)cc2)c1	3	102	103	-7	111	96	109	1
Cc1ccc(Cl)cc1NC1=NC(=S)N(C(C)C)C12CCCCC2	-1	103	102	-5	100	102	94	1
CC(C)(C)CN1CCC(Oc2cccc(C(=O)NCCCOc3cccnc3)c2)CC1	14	102	112	9	107	98	102	-1

# Additional compounds.
SMILES,procasp7 counter,RPL19A TOR yeast,AGP1-GFP MLPCN,proCasp3 act,LAP4-GFP MLPCN,MEP2 TOR yeast,CIT2-GFP yeast,AHR act
COC(=O)C(Cc1ccccc1)NC(=O)CNC(=O)c1ccc(Br)o1 (stereo unspecified),8,106,111,3,112,108,102,0
COC(=O)c1cc(NC(=O)Nc2cc(OC)ccc2OC)cc(C(=O)OC)c1,9,100,105,-6,97,99,100,-1
CN1CCN(c2ccccc2NC(=O)c2ccc3c(c2)OCCO3)CC1,1,103,105,7,93,106,106,19
CCOC(=O)c1c(C)[nH]c(O)c1C=Nc1ccccc1,-16,88,87,-7,94,92,89,15
Cc1cc(C)nc(NCCCc2ccccc2)n1,8,95,98,0,102,98,101,3
Cc1ccc2cc(C(c3nnnn3Cc3ccccc3)N3CCN(c4ccccc4)CC3)c(=O)[nH]c2c1 (stereo unspecified),-4,102,103,4,114,102,98,4
Cc1ccnc(NS(=O)(=O)c2cc(C(F)(F)F)ccc2Cl)c1,10,99,99,2,101,105,94,2
Cc1cc(C)c(NC(=S)NCC2CCN(C(C)c3ccccc3)C2)c(C)c1 (stereo unspecified),-53,97,91,-30,99,125,88,4
Cc1cccc(C(=O)NNC(=O)CN2C(=O)c3ccccc3C2=O)c1,-2,104,101,4,88,106,107,-1
Cc1cc(C(=O)NC2CCCc3c2cnn3-c2cccc(C)c2C)n(C)n1 (stereo unspecified),0,101,100,-14,100,102,105,-23
Cc1ccc(S(=O)(=O)/N=C2\C(=O)c3ccccc3C([O-])=C2n2cc[n+](CCC(C)C)c2)cc1,-3,103,101,-1,95,101,94,5
Cc1cc(C)cc(NC(=O)COc2coc(CN3CCc4ccccc4C3)cc2=O)c1,1,95,110,-1,103,97,109,5
COC(=O)c1ccc(/C=N/OCC(=O)NCCc2ccc(OC)c(OC)c2)cc1,8,84,98,14,142,306*,115,-3
CC(=O)Nc1cccc(NC(=O)COC(=O)CO/N=C(\C)c2ccc3c(c2)OCO3)c1,10,98,110,1,95,101,142,6
CCCCN(C)CCC(=O)Nc1ccc(OC)cc1OC,-2,91,91,13,100,96,98,2
O=C(O)c1cc2c(cc1Cl)N1CCCCCC1=NS2(=O)=O,2,94,94,2,97,97,96,3
c1ccc(-c2noc(CCC3CCCC3)n2)cc1,-1,96,105,-1,105,99,101,0
COc1ccc(/C=C2\SC(=S)N(CC(=O)NC3C=CS(=O)(=O)C3)C2=O)cc1 (stereo unspecified),-4,100,106,1,105,97,104,-1
CC(=O)Oc1ccc(N2C(=O)C3C(C2=O)C2C=CC3C23CC3)cc1[N+](=O)[O-] (stereo unspecified),-13,100,95,3,105,112,104,1
Cc1cc(C)nc(NC2=NCC(=O)N2c2cc(Cl)cc(Cl)c2)n1,4,99,106,7,102,104,108,24
CCCCn1c(CCNC(=O)c2cccs2)nc2ccccc21,-6,85,90,3,87,100,100,29
CC(=O)Nc1ccc(C(=O)CN2CCN(c3ccccc3)CC2)cc1,-1,93,94,2,77,94,88,-1
O=C1NCCc2c1[nH]c1ccccc21,-5,109,102,3,86,102,103,2
COc1ccc(-c2[nH]ncc2-c2csc(C)n2)c(O)c1,6,102,99,-1,92,101,99,13
COC(=O)c1c(C)[nH]c(C(=O)OCC(=O)N2c3ccccc3NC(=O)C2(C)C)c1C,0,105,103,21,103,107,100,22
COc1nc(N)nc2nc[nH]c12,-2,106,92,2,107,99,112,4
CCS(=O)(=O)CCn1c([N+](=O)[O-])cnc1C,5,111,101,9,115,105,96,0
CCOC(=O)CSc1nnc(-c2ccc([N+](=O)[O-])cc2)o1,-2,95,91,-10,87,98,96,1
CCc1noc(C)c1C(=O)OC(C)C(=O)Nc1ccc2c(c1)OCO2 (stereo unspecified),-8,102,101,11,109,128,101,15
CCOC(=O)c1cc(C#N)c(Oc2ccccc2OC)nc1-c1ccccc1,6,100,106,0,101,105,95,26
CCc1c(C)nc2ncnn2c1NCCc1ccc(Cl)cc1,12,100,106,-1,104,102,104,-2
COc1ccc(NS(=O)(=O)c2ccc(N3CCOCC3)c(NC(=O)C(C)C)c2)cc1,0,95,95,-5,92,97,96,-3
CC1=C(C(=O)NCc2ccccc2)C(c2ccc(C)o2)n2ncnc2N1 (stereo unspecified),-2,96,103,4,92,95,99,1
C/C(=N\NC(=O)c1ccn(C)n1)c1ccc(NC(=O)C2CCCC2)cc1,1,96,100,10,96,103,98,14
Cc1ccc2c(c1)CCCN2C(=O)CCc1nc2ccccc2c(=O)[nH]1,9,96,94,7,101,98,97,12
Cc1cccc(C)c1NC(=O)CSc1nnc(-c2ccncc2)n1Cc1ccco1,-10,105,102,7,107,112,107,0
CCn1c(SCC(=O)N2CCN(c3ccc(F)cc3)CC2)nc2ccccc2c1=O,5,93,95,2,89,112,98,1
CC(C)(C)c1ccc(/C=N/NC(=O)c2ccccn2)cc1,14,98,101,-3,101,105,98,3
O=C(CSc1ccc(Cl)cc1)Nc1ccccc1N1CCN(C(=O)c2ccc(Cl)cc2)CC1,-4,101,101,7,92,97,104,1
CCOc1ccc(-n2c(SCC(=O)Nc3ccc4c(c3)OCCO4)nc3c(c2=O)SCC3)cc1,3,102,106,7,98,103,101,0
C#CCOCCOCCOCCNc1nc(N2CCN(C(=O)[C@H](CCCCN)n3cc(CN)nn3)CC2)nc(N2CCN(C(=O)[C@H](CC(N)=O)n3cc(C(N)[C@H](C)CC)nn3)CC2)n1 (stereo partly specified),-2,105,107,8,98,100,101,-2
CCOC(=O)C1=C(C)Nc2ccccc2N=C1NC(=O)Cc1ccc(OC)cc1,-9,108,108,10,98,106,106,2
CCn1nnc(NC(=O)c2ccc(C(C)(C)C)cc2)n1,-11,101,99,-1,109,104,87,28
O=C(Nc1ccccc1)O/N=C/c1ccc(F)cc1,-12,102,87,-9,104,110,88,3
CCn1c(CCCCc2n[nH]c(=S)n2CC)n[nH]c1=S,-9,109,104,-1,95,105,106,-1
Cc1cccc(OCCCN2CCOCC2)c1C,7,101,101,1,95,111,108,1
O=C(OCCN1CCCCC1)c1c[nH]c2ccccc12,2,95,83,2,119,98,77,-6
